Bioassay records: PubChem BioAssay, National Center for Advancing Translational Sciences (NCATS)
D3 antag: antagonists of human D3 dopamine receptor; P35462; D3R cells, DiscoveRx beta-arrestin luminescence, antagonist mode; active compounds read low; max response, negative = inhibition, %; actives 2.5% (n = 360,000); in the data active = max response below about -50%; inconclusive = no clear call, values can overlap the other calls; also: % is scaled to controls: 0 for no effect and ±100 for the full control effect; mostly tested at two doses, the higher about 12 µM
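Cells expressing the human receptor were seeded at 1500 cells/well, incubated overnight at 37 degrees C in 5% CO2, then exposed to library compounds with dopamine controls for 90 minutes at 37 degrees C before luminescent detection.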
FUS yeast rescue: FUS proteinopathy suppression in yeast; S. cerevisiae FUS-expressing, growth rescue, OD600, 24 h; Potency, µM (series often up to 76.6 µM), for the others: at the highest dose growth rescue (activation), actives largely listed as activators; actives 0.24% (n = 390,000); AID 1347120;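 also: potency is read from the fitted curve at half-maximal effect; plate controls were DMSO vehicle for no effect and reference control for full effect; nearly all actives have a fitted effect of over 55% in size; some results filed as inactive show a strong effect at the top dose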
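Absorbance at 600 nm, taken 24hr after compound addition, measured rescue of FUS-yeast growth at 30C. Induction used 2% galactose with seeding at OD 0.005. Controls: CP55940 from 92uM final, DMSO only.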
TDP-43 yeast inh: rescues yeast growth from TDP-43 toxicity; TDP-43 expressing yeast growth rescue, BacTiter-Glo, 24 h; Potency, µM (titrated, usually from 46.1 µM), inactives show at the top dose growth rescue (activation), usual class: activators; actives 1.8% (n = 410,000); also: potency is read from the fitted curve at half-maximal effect; % of control where 0% means no effect; nearly all actives have a fitted effect of over 50% in size
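Yeast expressing TDP-43 (pregrown in raffinose, seeded at OD600=0.02 in galactose medium) exposed to compounds 24 hr at 30 deg C. Growth read by BacTiter-Glo luminescence; rescue of toxicity appears as increased signal.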
Abeta rescue: compounds reversing amyloid beta toxicity in yeast; Potency, µM (series often up to 46.1 µM), for inactives: at the highest dose growth rescue, actives largely listed as activators; actives 0.063% (n = 410,000); yeast expressing A-beta42, growth rescue, OD600, 48 h; response scale: 0% DMSO, 100% iron-clioquinol control; also: potency is read from the fitted curve at half-maximal effect; nearly all actives have a fitted effect of over 55% in size
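Growth rescue measured by 600 nm absorbance after 48 h yeast culture at 30 C with compound. Values normalized between DMSO and an equimolar ferric chloride plus clioquinol control.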
EPAC2 ag: agonists of human EPAC2 (RAPGEF4); Potency, µM (titrated, usually from 154 µM), inactives show top-dose activation, most hits filed as activators; EPAC2 activation, biochemical qHTS; response scale: 100% = 6.5 mM cAMP response; Q8WZA2; actives 0.079% (n = 360,000); AID 720711; also: potency is read from the fitted curve at half-maximal effect; nearly all actives have a fitted effect of over 50% in size
Target sequence (Q8WZA2 whole entry, looked up): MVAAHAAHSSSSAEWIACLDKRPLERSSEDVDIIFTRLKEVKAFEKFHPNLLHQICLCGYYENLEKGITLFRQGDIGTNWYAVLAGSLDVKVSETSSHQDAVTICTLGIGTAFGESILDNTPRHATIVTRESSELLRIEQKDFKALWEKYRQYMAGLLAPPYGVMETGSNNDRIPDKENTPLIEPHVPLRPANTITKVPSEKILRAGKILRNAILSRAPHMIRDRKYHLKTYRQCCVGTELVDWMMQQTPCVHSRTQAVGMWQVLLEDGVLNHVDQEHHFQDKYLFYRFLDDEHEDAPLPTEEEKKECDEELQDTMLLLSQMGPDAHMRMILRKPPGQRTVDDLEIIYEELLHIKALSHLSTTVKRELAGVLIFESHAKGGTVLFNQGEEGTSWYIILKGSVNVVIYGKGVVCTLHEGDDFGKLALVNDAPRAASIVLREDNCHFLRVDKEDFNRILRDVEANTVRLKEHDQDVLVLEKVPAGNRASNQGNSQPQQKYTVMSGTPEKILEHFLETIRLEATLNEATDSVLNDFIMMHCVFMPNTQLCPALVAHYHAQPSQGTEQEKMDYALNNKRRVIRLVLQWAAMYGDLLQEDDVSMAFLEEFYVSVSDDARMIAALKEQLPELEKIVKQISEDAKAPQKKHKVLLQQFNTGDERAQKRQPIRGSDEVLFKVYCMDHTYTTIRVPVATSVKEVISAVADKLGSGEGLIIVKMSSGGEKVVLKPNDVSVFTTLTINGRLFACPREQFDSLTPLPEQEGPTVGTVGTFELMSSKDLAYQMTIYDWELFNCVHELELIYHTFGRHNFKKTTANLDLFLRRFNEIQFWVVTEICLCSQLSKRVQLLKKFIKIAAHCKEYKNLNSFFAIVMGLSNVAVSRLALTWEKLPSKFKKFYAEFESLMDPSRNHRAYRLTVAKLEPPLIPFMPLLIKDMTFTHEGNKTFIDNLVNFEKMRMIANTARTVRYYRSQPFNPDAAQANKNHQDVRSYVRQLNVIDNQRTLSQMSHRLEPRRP
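qHTS, titration series. 100 nM EPAC2 / 250 nM Rap1B-BODIPY-GDP / 50 uM GDP; RT; ex 480/em 540 nm, 5-min reads to 30 min. Norm. to 6.5 mM cAMP = activation.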
EPAC2 antag: EPAC2 (human) antagonism. Potency, µM (series often up to 114 µM), inactives show at the highest dose activity, negative = inhibition, hits mostly inhibitors. actives 0.18% (n = 360,000). Q8WZA2. EPAC2 GEF exchange of Rap1B-BODIPY-GDP, fluorescence; also: potency is read from the fitted curve at half-maximal effect; % is scaled to controls: 0 for no effect and ±100 for the full control effect; nearly all actives have a fitted effect of over 45% in size; many of its hits are not listed in these tables
DRD3 agonist: activates the human D3 dopamine receptor | actives 0.58% (n = 410,000) | AID 652048 | P35462 | D3R DiscoveRx beta-arrestin cells, luminescence, 90 min | max activation, %; in the data active = max activation above about 30%; also: 0% is about no effect; mostly tested at two doses, the higher about 12 µM
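Agonist-mode cell screen: cells plated at 1500/well and incubated overnight at 37 °C, then exposed to library compounds for 90 min at 37 °C. Detection reagent was added for 30–60 min at room temperature, and luminescence was read.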
aSyn yeast inh: alpha-synuclein toxicity inhibition in yeast | Yeast expressing alpha-synuclein, growth rescue, BacTiter-Glo, 24 h | Potency, µM (highest dose often 46.1 µM), for the others: at the top dose growth rescue (activation), usual class: activators | actives 0.14% (n = 370,000) | AID 652106; also: potency is read from the fitted curve at half-maximal effect; % of control where 0% means no effect; nearly all actives have a fitted effect of over 65% in size
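Screening used galactose-induced yeast with toxic alpha-synuclein levels, exposed to compound for 24 hr at 30 deg C. Cell growth, read with BacTiter-Glo luminescence, gave the measured signal.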
Active calls of the source: *; ? = inconclusive; / = no result given; [ ] = dose if it differs, or a comment. Unless noted, calls follow the shape of the dose curve; as a rule, active = well fitted curve in the direction sought with a large enough effect; inconclusive = small, poorly fitted or top-dose-only effect, or another doubt; inactive = no such curve, though single readings can be large; an effect the other way counts as inactive or inconclusive. Some of the compounds tested, so the mix of outcomes need not match the whole.

SMILES	D3 antag	FUS yeast rescue	TDP-43 yeast inh	Abeta rescue	EPAC2 ag	EPAC2 antag	DRD3 agonist	aSyn yeast inh
O=C(NCC1CCN(S(=O)(=O)c2ccccc2)CC1)Nc1ccc(F)cc1F	-4	26%	-4%	-9%	12%	2%	-2	0%
COc1ccc(C(=O)C2CCN(C(=O)Nc3ccc(C)cc3)CC2)cc1	6	10%	?	5%	9%	2%	18	1%
CC1CN(C(=O)c2cc3c(s2)CCC3)CC(C)O1 (stereo not given)	-15	-8%	-20%	-3%	7%	14%	-10	-4%
COc1ccc(NC(=O)N(C)C[C@H]2OCCCC[C@@H](C)Oc3ccc(NC(=O)c4ccccc4)cc3C(=O)N([C@H](C)CO)C[C@@H]2C)cc1	-1	?	?	2%	-3%	-1%	-4	1%
Cc1nc(NC(=O)CSc2nnc(C3CC3)n2C)sc1C(=O)N(C)C	13	-16%	3%	-4%	-2%	7%	-7	5%
NC(=S)N=Nc1c(O)[nH]c2ccc(F)cc12	-20	3%	-2%	4%	-10%	-1%	-1	-4%
CCOC(=O)C1CCCN(c2c(NCc3ccco3)c(=O)c2=O)C1 (stereo not given)	?	-4%	1%	5%	2%	5%	-5	-1%
COc1ccc(CCNC(=O)C2(C)CCC(=O)N2Cc2ccc(F)cc2Cl)cc1OC (stereo not given)	-4	0%	-7%	-1%	-5%	9%	4	12%
O=C(CN1C(=O)COc2ccccc21)NC1CCCC1	10	15%	-15%	-8%	8%	0%	5	-4%
C/C(=N\NC(=O)C1(C)CC1(Br)Br)c1cccc(NC(=O)C2CCC2)c1 (stereo not given)	-2	4%	-5%	-9%	11%	-7%	-16	-3%
COc1cccc(C(C(=O)NC2CCCC2)N(Cc2ccccc2OC)C(=O)c2ccco2)c1 (stereo not given)	-9	14%	-4%	-4%	-5%	7%	1	-4%
Cc1nn(-c2ccccc2)c(Cl)c1/C=C1\SC(=S)N(CCCCCC(=O)O)C1=O	-12	?	20%	-23%	6%	40µM*	4	4%
COc1ccc(CC(=S)N2CCOCC2)cc1	-6	-12%	4%	-5%	-10%	3%	0	-10%
COc1ccc(OCc2nnc3n2N=C(c2ccccc2)C(CC(=O)O)S3)cc1 (stereo not given)	16	27%	-93%[inhibitor]	-77%[inhibitor]	4%	-1%	9	-45%[inhibitor]
O=c1[nH]c(=S)[nH]c2c1C(c1ccc(F)cc1)OC(CCc1ccccc1)C2 (stereo not given)	-18	-6%	?	1%	5%	-13%	7	0%
CCOC(=O)C1=C(C)NC(C)=C(C(=O)OCC)C1/C=C/c1ccccc1OC	-2	/	-16%	19%	-9%	-4%	-7	12%
Cc1cccnc1NC(=S)Nc1ncccc1C	1	2%	-19%	-23%	6%	3%	2	-17%
O=c1c(C(c2ccc(O)cc2)c2c(O)nc3n(c2=O)CCS3)c(O)nc2n1CCS2	12	29%	-4%	-21%	3%	0%	1	-5%
COc1ccc(CNC(=O)CN2CCN(S(=O)(=O)c3cccs3)CC2)cc1OC	14	7%	4%	-3%	-2%	-1%	-5	7%
COc1ccc(NC(=O)CCN2C(=O)c3ccccc3C2=O)cc1	-21	-8%	2%	-11%	-1%	0%	8	-1%
Cc1ccc(Cc2c(C(C)(C)C)nc3cc(C)c(Br)c(C)n23)cc1	-2	-22%	0%	-13%	10%	-9%	6	4%
O=C(CN1CCSCC1)N/N=C/c1ccc(F)cc1	-12	15%	-21%	-16%	11%	2%	-16	-7%
CCC(=O)OC1(C)C(=O)C=C2C=C(c3ccc(C#N)cc3)OC=C2C1=O (stereo not given)	6	15%	0%	-60%[inhibitor]	7%	-8%	-1	-9%
Cc1[nH]n(-c2ccc(C(=O)O)cc2)c(=O)c1CCO	3	11%	-21%	0%	13%	19%	14	0%
C=CCOC(=O)C1=C(C)N=c2s/c(=C3\C(=O)N(CC(=O)O)c4ccccc43)c(=O)n2C1c1ccc(OC)cc1 (stereo not given)	-28	?	-13%	-2%	5%	4%	-5	-3%
Cc1ccc(NC(=O)Cn2c(=O)n(CCCCC(=O)NCCc3ccccc3)c(=O)c3ccccc32)c(C)c1	/	-25%	14%	-11%	/	/	-9	/
CC(O)CNc1nc(Cl)c(C#N)s1 (stereo not given)	7	-19%	4%	-1%	-3%	2%	-1	3%
COc1ccc(-c2cc(NC=O)c3ncc(-c4cc(OC)c(OC)c(OC)c4)n3c2)cc1	8	41%	?	13%	-2%	-8%	-7	-2%
CN(C(=O)CSc1nc2c(c(=O)[nH]1)CCC2)c1ccccc1	0	-3%	0%	-7%	2%	10%	1	-2%
O=C(NCc1ccncc1)C1CCN(S(=O)(=O)c2ccc(F)cc2)CC1	12	-7%	14%	3%	-9%	8%	12	0%
CCOC(=O)C(CSCC(=O)c1ccc(Cl)cc1)NC(=O)OC(C)(C)C (stereo not given)	-1	19%	10%	21%	3%	-1%	0	20%
C=CCn1c(C(C)NC(=O)c2ccc(C)cc2)n[nH]c1=S (stereo not given)	0	/	-23%	-15%	12%	19%	0	-3%
O=C(c1ccc(Cl)s1)N1CCCC(N2CCN(c3ccc(F)cc3)CC2)C1 (stereo not given)	-11	2%	8%	7%	9%	-7%	-18	1%
Cc1ccc(OCC(=O)Nc2nnc(-c3ccco3)s2)cc1	4	20%	-20%	-15%	-6%	4%	-9	1%
O=C(NCCCN1CCOCC1)c1ccc(Sc2ccc(Br)cc2)c([N+](=O)[O-])c1	0	6%	5%	-3%	-8%	-2%	-24	8%
CCOC(=O)Cn1cc([N+](=O)[O-])c(OC)n1	1	-23%	18%	22%	2%	7%	2	0%
CCCCCc1nc2c(c3c1CCCC3)CCCC2	-2	19%	-26%	-18%	6%	-1%	-18	-8%
COCCNC(=O)c1ccccc1NC(=O)Nc1ccccc1	-17	16%	-30%	-24%	-6%	11%	-4	0%
Cn1c2ccc(Cl)cc2c2nc3ccccc3nc21	-10	-19%	-6%	-26%	11%	?	-1	1%
O=C1NCCCC1C(=O)Nc1ccccc1C(F)(F)F (stereo not given)	-5	15%	21%	3%	11%	-3%	0	3%

Some of these compounds in order of SMILES length, rising:
SMILES	D3 antag	FUS yeast rescue	TDP-43 yeast inh	Abeta rescue	EPAC2 ag	EPAC2 antag	DRD3 agonist	aSyn yeast inh
O=C(CN1CCSCC1)N/N=C/c1ccc(F)cc1	-12	15%	-21%	-16%	11%	2%	-16	-7%
O=C1NCCCC1C(=O)Nc1ccccc1C(F)(F)F (stereo not given)	-5	15%	21%	3%	11%	-3%	0	3%
C=CCn1c(C(C)NC(=O)c2ccc(C)cc2)n[nH]c1=S (stereo not given)	0	/	-23%	-15%	12%	19%	0	-3%

Back to the main list, starting three compounds before the break.
SMILES	D3 antag	FUS yeast rescue	TDP-43 yeast inh	Abeta rescue	EPAC2 ag	EPAC2 antag	DRD3 agonist	aSyn yeast inh
COCCNC(=O)c1ccccc1NC(=O)Nc1ccccc1	-17	16%	-30%	-24%	-6%	11%	-4	0%
Cn1c2ccc(Cl)cc2c2nc3ccccc3nc21	-10	-19%	-6%	-26%	11%	?	-1	1%
O=C1NCCCC1C(=O)Nc1ccccc1C(F)(F)F (stereo not given)	-5	15%	21%	3%	11%	-3%	0	3%
CN(C)/C=N/NC(=O)c1ccccc1	6	-20%	5%	-6%	8%	6%	7	-3%
CC(=O)Oc1ccccc1C(=O)C=Cc1cccc([N+](=O)[O-])c1	-56*	/	?	-78%[inhibitor]	1%	-4%	-20	-49%[inhibitor]
CCc1ccc(CNC(=O)c2ccc3nc(SCc4ccc(F)cc4)n(C)c3c2)cc1	/	33%	2%	-2%	/	/	-7	/
S=c1nc(C23CC4CC(CC(C4)C2)C3)[nH][nH]1	-8	-16%	11%	6%	1%	-13%	5	-2%
CCOC(=O)N1CCN(C(=O)CC(=O)Nc2ccc3nc4n(c(=O)c3c2)CCCCC4)CC1	-3	0%	-11%	2%	6%	-1%	-12	1%
COCCn1c(SCc2nc3sc(C(=O)OC)c(C)c3c(=O)[nH]2)nc2ccccc21	-5	17%	20%	14%	2%	2%	1	2%
O=C(Nc1ccc(N2CCOCC2)cc1)c1cccc2c(Br)cccc12	-1	6%	16%	-4%	7%	5%	-27	1%
COc1ccc(Cl)cc1-c1nc(SCC(=O)NC2CCS(=O)(=O)C2)n[nH]1 (stereo not given)	8	-19%	17%	-19%	6%	-1%	2	0%
CNC(=O)C(=O)NCC1OCCCN1S(=O)(=O)c1cccs1 (stereo not given)	19	/	17%	-2%	2%	11%	2	8%
COc1ccc(CCNC(=O)C2CCN(S(=O)(=O)c3ccc(SC)cc3)CC2)cc1	0	-8%	15%	-7%	-3%	-17%	4	1%
